DDE Tn6 FP inh: inhibitors of Tn6 peptide binding to fibrin DD(E), primary screen, biochemical, fluorescence polarization, human fibrin, Tn6 probe | Fibrinogen beta chain (Homo sapiens), P02675 | Fibrin DD(E) TRITC-Tn6 fluorescence polarization displacement | AID 720509, 2013 | inhibition, % at 8.3 µM | 370,000 tested, 0.21% active;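 active means inhibition above a per-campaign cutoff: mean of compounds within control limits plus 3 SD, cut at about 15% in these data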;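 further: 0% = median of all compound wells on the plate and 100% = blocking peptide control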
PRMT1 FP inh: PRMT1 methyltransferase inhibitors, primary screen, biochemical, fluorescence polarization | 370,000 tested, 1.3% active | recombinant PRMT1, activity-based probe fluorescence polarization | Protein arginine N-methyltransferase 1 (Homo sapiens), Q99873 | inhibition, % at 2.79 µM;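 active means inhibition above about 21% made by adding two undisclosed values, limit read from the data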
Target sequence (Q99873 whole entry, looked up): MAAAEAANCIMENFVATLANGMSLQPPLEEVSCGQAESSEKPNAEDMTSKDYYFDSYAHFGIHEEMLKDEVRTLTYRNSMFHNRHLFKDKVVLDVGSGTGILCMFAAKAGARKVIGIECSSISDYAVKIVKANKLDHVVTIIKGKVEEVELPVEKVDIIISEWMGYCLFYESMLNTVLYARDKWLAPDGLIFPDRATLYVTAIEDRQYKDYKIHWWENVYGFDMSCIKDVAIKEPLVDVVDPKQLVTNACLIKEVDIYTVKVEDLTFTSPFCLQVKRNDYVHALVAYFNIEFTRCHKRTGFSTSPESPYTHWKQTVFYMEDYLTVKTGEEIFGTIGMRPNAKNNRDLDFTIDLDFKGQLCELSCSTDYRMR
LEDGF integ inh: blockers of LEDGF/p75-dependent integrase strand transfer – biochemical, TR-FRET, high throughput, primary screen. AID 743269, 2014. 370,000 tested, 0.64% active. TR-FRET IN-LEDGF/p75 DNA integration, Eu/Cy5. HIV-1 integrase (with human LEDGF/p75). inhibition, % at 3.7 µM;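 active means inhibition above the screen-wide mean plus 3 SD, cut at about 13% in these data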;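 further: signal is the Cy5 over europium emission ratio at 671 and 618 nm; 0% = plate median of compound wells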
TDP2 inh: human TDP2 enzyme inhibitors, primary screen, biochemical, epi absorbance, recombinant enzyme. T5PNP hydrolysis, p-nitrophenol absorbance 415 nm. inhibition, % at 12.8 µM. 370,000 tested, 0.34% active;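 active means inhibition above the mean of all tested compounds plus 3 SD, set per campaign, cut at about 25% in these data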;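 further: 0% = DMSO with enzyme and 100% = buffer with substrate but no TDP2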
Target sequence (O95551 whole entry, looked up): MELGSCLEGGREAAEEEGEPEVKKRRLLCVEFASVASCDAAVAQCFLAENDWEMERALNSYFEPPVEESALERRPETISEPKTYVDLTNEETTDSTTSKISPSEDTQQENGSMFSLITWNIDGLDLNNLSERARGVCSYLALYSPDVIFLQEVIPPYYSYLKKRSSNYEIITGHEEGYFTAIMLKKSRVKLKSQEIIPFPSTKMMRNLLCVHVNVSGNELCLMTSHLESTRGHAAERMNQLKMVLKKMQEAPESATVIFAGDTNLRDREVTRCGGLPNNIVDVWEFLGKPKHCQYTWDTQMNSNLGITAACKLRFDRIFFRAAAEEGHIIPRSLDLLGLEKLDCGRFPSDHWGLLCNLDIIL
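System – recombinant human TDP2 · Amount – 120 nM TDP2 per well · Buffer or medium – Mg2+-containing Tris-HCl buffer, pH 7.5 · Reagent – T5PNP substrate, 5 mM · Dosing – 12.8 µM single point, 1% DMSO · Incubation – 2 h at 37 °C · Measured by – epi absorbance · Read-out basis – percent inhibition · Benchmarks – high control without enzyme, low control DMSO plus TDP2 · Repeats – singlicate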
MBD2 DNA inh: inhibitors of MBD2 binding to methylated DNA, primary screen, biochemical, TR-FRET, DNA-binding domain, human | Methyl-CpG-binding domain protein 2 (Homo sapiens), Q9UBB5 | MBD2 binding to methylated oligonucleotide | inhibition, % at 4.4 µM | 370,000 tested, 0.31% active | AID 686964, 2013; in the data active means inhibition above about 13%
UHRF1 MBD2 ctr: UHRF1 methylated DNA binding inhibitors, primary screen, counter-screen for MBD2 inhibitor project, biochemical, TR-FRET, human UHRF1, single concentration | E3 ubiquitin-protein ligase UHRF1 (Homo sapiens), Q96T88 | UHRF1 binding to methylated oligo | inhibition, % at 4.4 µM | 370,000 tested, 0.75% active; in the data active means inhibition above about 21%;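 further: UHRF1 SRA domain binding a hemimethylated CpG hairpin DNA probe; 0% = median of test compound wells and 100% = reference inhibitor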
TCR CD3 inh: inhibitors of human TCR-CD3 interaction, primary screen, biochemical, fluorescence, TAMRA-labeled TCR probe. T-cell receptor (TCR). inhibition, % at 9.4 µM. 360,000 tested, 0.37% active; in the data active means inhibition above about 19%;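 further: recombinant mutant TCR 2C K166C tagged with TAMRA read by polarization; 0% = receptor in buffer alone and 100% = receptor with positive control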
KLK7 zymogen act: proKLK7 zymogen activators, primary screen, biochemical, fluorescence intensity. activation, % at 7 µM. purified proKLK7, EDANS-DABCYL substrate fluorescence; 100% is mature enzyme control, 0% vehicle. AID 652039, 2013. 370,000 tested, 0.9% active. Kallikrein-7 (Homo sapiens), P49862;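 active means activation above the mean of all tested compounds plus 3 SD, computed per campaign excluding outliers beyond control limits, cut at about 13% in these data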
Target sequence (P49862 whole entry, looked up): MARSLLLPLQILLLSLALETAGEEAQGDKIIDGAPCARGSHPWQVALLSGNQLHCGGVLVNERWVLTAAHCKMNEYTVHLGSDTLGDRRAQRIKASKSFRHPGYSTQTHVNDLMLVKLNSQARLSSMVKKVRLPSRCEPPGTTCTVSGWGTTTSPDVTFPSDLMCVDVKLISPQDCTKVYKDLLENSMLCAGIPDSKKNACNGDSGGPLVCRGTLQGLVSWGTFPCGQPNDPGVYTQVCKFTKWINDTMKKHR
SIAE primary: human SIAE inhibitors, primary screen, biochemical, fluorescence polarization, FP-Rh probe, 1536-well HTS; AID 1053197, 2014; inhibition, % at 9.66 µM; SIAE FP-Rh probe binding; 370,000 tested, 0.69% active; Sialate O-acetylesterase (Homo sapiens), Q9HAT2;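 active means inhibition above a cutoff: mean of compounds within the control limits plus 3 SD of those, cut at about 17% in these data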;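 further: 0% = plate median of compound wells and 100% = probe without SIAE protein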
Tn7 DDE FP: inhibitors of Tn7 peptide binding to fibrin DD(E), primary screen, biochemical, fluorescence polarization, human fibrin, Tn7 probe | Fibrinogen beta chain (Homo sapiens), P02675 | AID 720508, 2013 | inhibition, % at 8.3 µM | FP displacement of FITC-Tn7 peptide from fibrin DD(E); 0% = median of compound wells per plate | 370,000 tested, 0.13% active;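 active means inhibition above the mean of compounds falling within the control limits plus 3 SD of them, cut at about 14% in these data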;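 further: 0% = plate median of compound wells and 100% = 10 µM Aha-Tn7 peptide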
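Measure: % inhibition scaled between sample-field median and high-control FP; Test system: human fibrin DD(E); Quantity: 2 µM final DD(E) protein; Doses: one dose, 8.3 µM nominal; Schedule: compound with protein 10 min, then 3 h after probe, room temperature; Detection: fluorescence polarization; Medium: Tris buffer with calcium and detergent, pH 7.8.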
* hit, by the source's call; nt = not tested or not shown.

SMILES	DDE Tn6 FP inh	PRMT1 FP inh	LEDGF integ inh	TDP2 inh	MBD2 DNA inh	UHRF1 MBD2 ctr	TCR CD3 inh	KLK7 zymogen act	SIAE primary	Tn7 DDE FP
CC(=O)Nc1ccc(NC(=O)C2CCC(N3C(=O)C4C5C=CC(C6CC56)C4C3=O)CC2)cc1 (stereo unspecified)	-4	0	-2	8	2	-2	4	-0.2	1	-2
Cc1cc(C)n(-c2ccc(C(=O)Nc3ccc4c(c3)OCCO4)cc2)n1	3	-3	1	1	-2	-2	1	-0.2	-7	3
CCOC(=O)N1CCN(CC(=O)N2CCC(C(N)=O)CC2)CC1	0	-1	0	-5	-5	0	6	-0.3	6	2
COCCN(Cc1ccccc1)C(=O)c1cc(-c2ccc(OC)c(OC)c2)nc2ccccc12	-14	0	5	-5	2	0	10	-1.1	-19	6
CCOc1ccccc1NC(=O)C1CCCN(C(=O)Nc2ccccc2)C1 (stereo unspecified)	4	2	0	8	2	1	-2	-0.1	-2	12
CC1CCCN(C(=O)c2nn(C)c3c2CSc2ccccc2-3)C1 (stereo unspecified)	-1	31*	-6	4	1	1	-13	-0.3	4	-5
COc1ccc(C(=O)NC(=S)NNC(=O)c2ccco2)cc1	1	1	-2	-1	-2	-2	16	0.1	1	3
Cc1ccc(OCCSCc2nnc(NC(=O)Nc3cccc(Cl)c3)s2)cc1	-1	-2	1	14	2	-3	3	0.2	-5	-5
O=C(COc1ccc(S(=O)(=O)N2CCCC2)cc1)N1CCCCC1	2	0	-4	5	-2	0	1	0.6	-1	-2
C=CCN(C(=O)CCC(=O)Nc1cc(C)on1)C(C(=O)NC1CCCC1)c1ccc(C)cc1 (stereo unspecified)	-4	-3	-3	7	2	1	-6	0.6	-2	5
O=C1C(=NO)CCc2ccccc21	-11	8	29*	20	-7	-1	4	-0.6	7	-1
O=C(Nc1ccc(Br)cc1)C1C2C=CC3(O2)C1C(=O)N(CCN1CCCCC1)C3C(=O)NC1CCCCC1 (stereo unspecified)	-4	1	-1	-10	1	3	-1	0.5	-7	6
C(=N\N(c1ccccc1)c1ccccc1)/c1ccc(N2CCOCC2)s1	1	10	-10	-5	8	5	3	-2.1	-1	8
COc1cc(/C=N/NC(=O)c2ccncc2)ccc1OC(C)=O	7	-2	1	10	-4	-3	0	-0.1	4	-1
CC12CC3CC(C1)CC(C(=O)NNC(=O)c1ccncc1)(C3)C2	8	7	-2	-8	-2	1	6	0.1	-7	6

3 entries from above, sorted by the value under TDP2 inh, smallest number first.
SMILES | TDP2 inh
O=C(Nc1ccc(Br)cc1)C1C2C=CC3(O2)C1C(=O)N(CCN1CCCCC1)C3C(=O)NC1CCCCC1 (stereo unspecified) | -10
CC(=O)Nc1ccc(NC(=O)C2CCC(N3C(=O)C4C5C=CC(C6CC56)C4C3=O)CC2)cc1 (stereo unspecified) | 8
Cc1ccc(OCCSCc2nnc(NC(=O)Nc3cccc(Cl)c3)s2)cc1 | 14

More records.
SMILES	DDE Tn6 FP inh	PRMT1 FP inh	LEDGF integ inh	TDP2 inh	MBD2 DNA inh	UHRF1 MBD2 ctr	TCR CD3 inh	KLK7 zymogen act	SIAE primary	Tn7 DDE FP
CN(C)C(=O)c1ccc(NC(=O)COC(=O)CCN=C2NS(=O)(=O)c3ccccc32)cc1	-3	2	0	3	0	-1	6	-0.5	0	5
Cc1c(/C(O)=C2\C(=O)C(=O)N(CCCN(C)C)C2c2ccco2)cnn1-c1ccccc1 (stereo unspecified)	4	-2	6	12	-5	-3	1	0.5	5	10
Cc1cccc(C)c1-n1nnnc1C1(C)Cn2nccc2C(=O)N1Cc1ccc(F)cc1 (stereo unspecified)	5	2	4	6	-2	-2	nt	0.5	-4	0
COc1ccccc1N(C)S(=O)(=O)c1ccc(Cl)c(C(=O)Nc2cccc(C)n2)c1	-4	0	-3	0	0	-1	-1	0.8	-1	4
NS(=O)(=O)c1cccc(NC(=O)CN2CCc3ccccc32)c1	-3	-6	7	-7	0	2	3	-0.3	7	4
Cc1cc(C)c(NC(=O)NC(=O)c2ccc(F)cc2)c(C)n1	11	2	-2	8	0	9	3	-0.7	-8	6
O=C(CSc1cccc2cccc(Cl)c12)OCC(=O)N1CCN(C(=O)c2ccco2)CC1	1	6	3	-4	-1	-2	6	0.4	4	-2
Cc1ccc(CN2CCNC(=O)C2CC(=O)NCc2cc(C)n(C)n2)cc1 (stereo unspecified)	4	1	0	10	-4	-1	6	0.0	2	6
CCOC(=O)c1sc(NC(=O)CSc2n[nH]c(C)n2)nc1C	4	-2	2	8	7	-1	2	0.2	3	-11
O=C(Nc1nnc(C2=COCCO2)o1)c1cccc(F)c1	6	-2	-1	-9	-3	-4	3	-0.1	0	3
CCN(CC(=O)Nc1ccc(C)c(F)c1)CC(=O)NC(C)C	-2	2	-6	-5	0	2	-2	-0.5	-3	5
CCCCCSc1nnc(-c2ccccc2N)c(=O)[nH]1	1	1	1	-7	-4	-3	3	-0.3	-3	-1
CCC(=NCCc1c(C)[nH]c2ccc(OC(F)(F)F)cc12)C1=C(O)CC(c2ccccc2)CC1=O (stereo unspecified)	-1	1	0	6	-5	-1	9	-0.5	5	-1
COc1ccccc1CCn1cnc(-c2ccccc2F)c1CC(C)C	-7	9	-1	-6	8	-1	-4	0.3	5	-5
FC(F)(F)c1ccccc1Cc1c(-c2ccccc2)nc2c3ccccc3ccn12	0	-3	4	-2	6	14	-5	-2.0	-3	-5
CCCc1c(C(=O)N/N=C/c2c[nH]c3ccccc23)nnn1-c1nonc1N	0	-3	0	-4	-3	0	-3	-1.2	7	-1
O=C(COc1ncnc2sccc12)N1CCN(C(=O)c2ccco2)CC1	5	7	-2	-3	4	5	2	-0.2	-3	1
Cc1ccc(NCC(=O)N/N=C\c2ccc[nH]2)cc1	3	3	0	-4	2	-2	2	-0.2	2	7
C[C@]12C=C[C@H](O)CC1=CCC1C2CC[C@@]2(C)C1CCC21OCCO1 (stereo partly specified)	-10	-3	3	-1	-5	-3	3	-0.7	3	-8
O=C(NC(Cc1ccccc1)C(=O)N1CCN(S(=O)(=O)c2ccccc2F)CC1)c1ccccc1 (stereo unspecified)	-6	-7	-1	3	0	-2	0	-0.7	-1	9
Cc1cc(OCC(=O)N2CCCC2)cc(C)c1Cl	-4	4	-3	-21	6	7	-3	-0.2	-1	0
CCOC(=O)C1CCN(C(=O)C2CCN(S(=O)(=O)N3CCCC3)CC2)CC1	-1	-2	2	11	3	-4	-4	0.4	-2	2
Cc1ccc(S(=O)(=O)CC(=O)Nc2nnc(C(C)(C)C)s2)cc1	3	-4	-3	-11	-1	-2	1	0.5	2	0
COC(=O)[C@]12CCCCC=C1N(Cc1ccc(OC)cc1)C(=O)[C@@H]2CC(=O)N1CCN(C(=O)c2ccco2)CC1	6	2	0	-2	-4	1	nt	0.2	-2	-7
CCC12C(=O)C(CC)(C(c3ccccc3)=C1c1ccccc1)[C@@H]1C(=O)N(c3ccccc3)C(=O)C12 (stereo partly specified)	-1	3	-3	0	5	4	2	0.0	-6	-1
COc1ccc(CCC2(C)NC(=O)N(C(C)C(=O)Nc3ccccc3F)C2=O)cc1 (stereo unspecified)	-5	-6	4	1	-4	-2	1	0.3	1	3
COc1ccc(NC(=O)CCc2nnc3ccc(NCc4ccco4)nn23)cc1	-3	-3	4	4	-2	-3	10	-0.1	7	0
O=C(NNc1c2ccccc2nc2ccccc12)c1ccc(O)cc1	-3	-1	2	-13	-9	-4	-1	4.3	7	-11
COc1ccc(S(=O)(=O)N2CCCC2CNC(=O)C(=O)NCCc2ccccc2)cc1 (stereo unspecified)	5	-4	0	14	1	-1	8	-0.6	4	0
CC(C)CNS(=O)(=O)c1ccc(OCC(=O)Nc2ccc(F)cc2F)cc1	-4	1	5	6	-4	2	-3	-1.0	-5	-4
O=C(c1cnccn1)N1CCN(S(=O)(=O)c2ccc3ccccc3c2)CC1	5	-2	-1	-1	1	0	-5	0.8	5	0
CCOC(=O)c1[nH]c(C)c(C(=O)NC2CCCCCC2)c1C	0	1	5	4	2	1	-1	-0.5	1	-3

Gathered by group: those above with two or more sulfur atoms.
SMILES	DDE Tn6 FP inh	PRMT1 FP inh	LEDGF integ inh	TDP2 inh	MBD2 DNA inh	UHRF1 MBD2 ctr	TCR CD3 inh	KLK7 zymogen act	SIAE primary	Tn7 DDE FP
Cc1ccc(OCCSCc2nnc(NC(=O)Nc3cccc(Cl)c3)s2)cc1	-1	-2	1	14	2	-3	3	0.2	-5	-5
CCOC(=O)c1sc(NC(=O)CSc2n[nH]c(C)n2)nc1C	4	-2	2	8	7	-1	2	0.2	3	-11
Cc1ccc(S(=O)(=O)CC(=O)Nc2nnc(C(C)(C)C)s2)cc1	3	-4	-3	-11	-1	-2	1	0.5	2	0

Among those listed so far, 4 contain a Cl atom.
SMILES	DDE Tn6 FP inh	PRMT1 FP inh	LEDGF integ inh	TDP2 inh	MBD2 DNA inh	UHRF1 MBD2 ctr	TCR CD3 inh	KLK7 zymogen act	SIAE primary	Tn7 DDE FP
Cc1ccc(OCCSCc2nnc(NC(=O)Nc3cccc(Cl)c3)s2)cc1	-1	-2	1	14	2	-3	3	0.2	-5	-5
COc1ccccc1N(C)S(=O)(=O)c1ccc(Cl)c(C(=O)Nc2cccc(C)n2)c1	-4	0	-3	0	0	-1	-1	0.8	-1	4
O=C(CSc1cccc2cccc(Cl)c12)OCC(=O)N1CCN(C(=O)c2ccco2)CC1	1	6	3	-4	-1	-2	6	0.4	4	-2
Cc1cc(OCC(=O)N2CCCC2)cc(C)c1Cl	-4	4	-3	-21	6	7	-3	-0.2	-1	0
